Assay outcomes deposited in PubChem by several laboratories.
Rac1 GTP hydrolysis: MgcRacGAP GTPase-activating activity inhibitors, confirmation, biochemical, ADP Hunter fluorescence; MgcRacGAP-stimulated Rac1 GTP hydrolysis, ADP Hunter fluorescence; higher % means a stronger effect; GST-tagged Rac1 F28L mutant substrate; one-dose inhibition, % at 30 µM; IC50 in µM for titrated hits; 340,000 tested, 0.6% active; AID 624330, 2012;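 active = first-screen hits whose inhibition reached a set limit at any dose in the follow-up dose series; inconclusive = inhibition above the set first-screen limit but never retested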;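 note: fluorescence reports GDP produced by GAP-driven GTP hydrolysis; strong numbers were not always called active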
Large T inhibition: SV40 large T antigen inhibitors, biochemical (AID 1903) | SV40 large T antigen ATPase/helicase inhibition assay; higher % means a stronger effect | inhibition, % at 20 µM, or IC50 in µM where a hit was titrated | 310,000 tested, 0.39% active; in the data active = a potency from the dose series; inconclusive = inhibition mostly from about 32% at the one dose, without a potency; inactive = the rest, 99 in 100 with inhibition below about 32%; note: strong numbers were not always called active
Myeloid diff 2: induction of myeloid progenitor differentiation, primary screen, cell-based, flow cytometry, MLPCN library; calls only at 10 µM; ER-HoxA9 myeloid progenitors, lysozyme-GFP differentiation; 360,000 tested, 1% active; AID 624256, 2012;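 active = normalized GFP-positive differentiation at or above the plate's own cutoff, the solvent-only control mean plus 3 SD; inconclusive = no clear call, values can overlap the other calls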;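 note: cells exposed to compound for four days before flow analysis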
NTR1 agonist: agonists of NTR1, primary screen, imaging, U2OS cells, beta-arrestin-GFP, high content (AID 493036); NTR1-U2OS beta-arrestin-GFP spot imaging, agonist mode; 330,000 tested, 0.17% active; activation, % at 20 µM;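 active = activation at or above 40% of the spot to cytoplasm intensity ratio, with at least 20 cells analyzed; inconclusive = wells under 20 cells, flagged as cytotoxic or low count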;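 note: 0% = DMSO without peptide and 100% = 100 nM NTR1 peptide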
Target sequence (P30989 whole entry, looked up): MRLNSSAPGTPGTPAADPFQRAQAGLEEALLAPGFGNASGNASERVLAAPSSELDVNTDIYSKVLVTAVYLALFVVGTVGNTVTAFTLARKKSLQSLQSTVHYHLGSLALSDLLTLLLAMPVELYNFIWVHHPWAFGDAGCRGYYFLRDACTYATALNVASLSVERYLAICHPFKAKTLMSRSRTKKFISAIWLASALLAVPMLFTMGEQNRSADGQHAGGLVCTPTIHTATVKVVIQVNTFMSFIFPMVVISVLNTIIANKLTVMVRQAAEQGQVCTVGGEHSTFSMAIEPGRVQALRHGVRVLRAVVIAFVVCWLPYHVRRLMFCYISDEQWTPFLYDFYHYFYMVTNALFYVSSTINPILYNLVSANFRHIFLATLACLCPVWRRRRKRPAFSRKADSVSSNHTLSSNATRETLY
Salmonella PhoP GFP: inhibitors of PhoP regulon expression, primary screen, Salmonella Typhimurium, GFP reporter (AID 1863) | S. Typhimurium PhoP-regulated promoter GFP reporter, 4 h; higher % means a stronger effect | inhibition, % at 50 µM; hits with a dose series show IC50 in µM | 300,000 tested, 0.16% active;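 active = inhibition over 29.93%, a cutoff 3 SD above the screen mean, later confirmed by dose response; inconclusive = inhibition over 29.93% but no dose response follow-up; inactive = inhibition at most 29.93% or unconfirmed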;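 note: 0% = low Mg2+ inducing control and 100% = high Mg2+ repressing control; strong numbers were not always called active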
RSV CPE inhibition: RSV antiviral activity via CPE protection, HEp-2 cells, primary 10 µM value included (AID 2391) | HEp-2 cells, RSV-induced CPE inhibition; higher % means a stronger effect | CPE inhibition, % at 10 µM; hits with a dose series show IC50 in µM | 310,000 tested, 0.13% active; in the data active = a potency from the dose series; inconclusive = CPE inhibition mostly from about 23% at the one dose, without a potency; inactive = the rest, 99 in 100 with CPE inhibition below about 21%; note: strong numbers were not always called active
T cell HTS: modulators of CD8 T cell-vesicle binding, primary screen, mouse 2C CD8+ T cells, flow cytometry | 2C CD8+ T cell-vesicle binding; active compounds read low | calls only at 7 µM | 330,000 tested, 0.068% active;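 active = response, share of CD8 T cells binding vesicles, and their 90th percentile fluorescence all below set limits, cut at about 80% in these data, passing the limit was not always enough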
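Test system: purified 2C TCR transgenic mouse naive CD8+ T cells. Probe or stimulus: QL9-peptide-loaded Drosophila micro-vesicles bearing Ld, ICAM-1 and B7-1. Incubation: binding step 1.5 h, 37 °C, antibody labelling 20 min, ice. Measured by: flow cytometry of vesicle-bound cells.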
UTI89 phage lysis: inhibition of K1F phage lysis, E. coli UTI89, bacterial capsule biogenesis inhibitors, alamar blue (AID 488966); E. coli UTI89 K1F phage lysis, alamar blue, 2 h; higher % means a stronger effect; inhibition, % at 100 µM; hits with a dose series show IC50 in µM; 340,000 tested, 0.02% active;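 active = phage lysis inhibition, versus mean bacterial control, above a set limit; inconclusive = no clear call, values can overlap the other calls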;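 note: capsule biogenesis inhibitors block K1F phage lysis so surviving cells raise fluorescence; higher fluorescence means more inhibition of phage lysis; actives were called in the ten point dose series up to 300 µM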
TNAP activation fold: human TNAP enzyme activators, primary screen, biochemical, luminescent, no phosphate acceptor, uHTS (AID 1001). purified TNAP, luminescent activation assay, no phosphate acceptor; higher activation fold means a stronger effect. 200,000 tested, 0.03% active. activation fold at 20 µM, or EC50 in µM where a hit was titrated. Alkaline phosphatase, tissue-nonspecific isozyme (Homo sapiens); in the data active = activation fold from about 3, or a potency from the dose series; inactive = the rest, 99 in 100 with activation fold below about 1.6; note: many of its hits are not listed in these tables
T cell HTS vesicle-bound %: second read-out of T cell HTS, no call of its own (marks repeat the call); double positive events, %; measured here: CD8+ vesicle-bound cell fraction;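 binding gate set so that unloaded-vesicle control wells show 10% double positive cells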
NTR1 agonist cell count 20 µM: second read-out of NTR1 agonist, no call of its own (marks repeat the call); cell count; measured here: cell count, cytotoxicity flag
Myeloid diff 2 GFP+ MAC1+ %: also measured in Myeloid diff 2; calls as there; GFP+ MAC1+ double positive, %; measured here: differentiation confirmed by MAC1 staining
Numbers without * were called inactive; i = inactive; u = inconclusive; x = no result given; [ ] = dose if it differs, or a comment.

SMILES | Rac1 GTP hydrolysis | Large T inhibition | Myeloid diff 2 | Myeloid diff 2 GFP+ MAC1+ % | NTR1 agonist | NTR1 agonist cell count 20 µM | Salmonella PhoP GFP | RSV CPE inhibition | T cell HTS | T cell HTS vesicle-bound % | UTI89 phage lysis | TNAP activation fold
CCCN1CCN(C(=O)CCNC(=O)Cn2cnc3ccccc3c2=O)CC1 | 3% | 21% | i | 0.6 | 0.7 | 56 | -1% | 1.2% | i | 29 | 0.3% | x
CCn1c(SCC(=O)Nc2nc(C)cs2)nnc1C(C)NC(=O)c1ccccc1 (stereo not given) | 10% | -3% | i | 0.6 | -1.4 | 48 | 0% | 2.3% | i | 58 | 2.4% | 1.1
Cc1cc(C)c(S(=O)(=O)Nc2ccc(O)c(Sc3ncn[nH]3)c2)c(C)c1 | 9% | 17% | i | 0.4 | 2.9 | 51 | 15% | 1.0% | i | 36 | -4.2% | 0.3
COc1ccc(N2CC(NS(=O)(=O)c3ccc4ccccc4c3)CC2=O)cc1 (stereo not given) | 7% | 21% | i | 0.2 | 1.3 | 61 | 3% | 8.9% | i | 44 | 1.3%[50 µM] | x
CC(=O)CSc1nnc(NC(=O)CCc2ccccc2)s1 | 3% | 3% | i | 1.5 | 5.2 | 80 | -8% | 2.4% | i | 20 | 6.2% | 1.2
CSc1ccccc1NC(=O)CN(C)C(=O)CCc1c[nH]c2ccccc12 | 3% | 4% | i | 1.0 | 0.7 | 47 | 3% | 2.4% | i | 29 | 0.1% | x
Cc1ccc(S(=O)(=O)NN2C(=O)c3ccccc3NC2(C)C)cc1 | 7% | 13% | i | 0.7 | -1.6 | 76 | -12% | 1.0% | i | 26 | -1.4% | 1.1
COc1ccc(Cl)cc1S(=O)(=O)N1CCCC1 | 4% | 16% | i | 6.5 | 1.2 | 58 | 4% | 2.5% | i | 48 | 0.0% | 1.1
Cc1cccc(C(=O)Nc2ccc(C(=O)c3ccccc3)cc2)c1 | x | 2% | i | 0.1 | 1.0 | 39 | x | x | i | 30 | x | x
CCOC(=O)C1CCN(S(=O)(=O)c2ccc3c4c2CC(=O)N4CC(C)S3)CC1 (stereo not given) | 1% | x | i | 3.0 | 1.5 | 63 | x | -0.7% | i | 18 | 1.0% | x
N#CC(/C(=N/S(=O)(=O)c1cccs1)c1ccccc1)c1nc2ccccc2[nH]1 (stereo not given) | 7% | 11% | i | 7.4 | 2.4 | 86 | 6% | -0.2% | i | 12 | 1.4% | 1.1
O=C(c1cccs1)N1C(=O)c2cccc3cccc1c23 | 1% | 11% | i | 0.4 | -0.2 | 45 | -5% | 6.0% | i | 9 | 1.2% | 1.1
O=C(NCCCCCCNC(=O)OC1CCS(=O)(=O)C1)OC1CCS(=O)(=O)C1 (stereo not given) | 3% | -4% | i | 0.6 | -2.1 | 86 | 5% | 0.4% | i | 42 | 2.4% | 1.2
COc1cccc(-c2csc3nnc(SCC(=O)NCc4cccs4)n23)c1 | 9% | -2% | i | 5.4 | 1.4 | 75 | -7% | -0.3% | i | 49 | 3.7% | 0.9
Cc1cc(F)ccc1S(=O)(=O)N1CCCOC1CNC(=O)C(=O)NC1CCCCC1 (stereo not given) | 6% | 10% | i | 0.7 | -0.6 | 47 | -9% | 0.9% | i | 69 | 1.6%[50 µM] | x
O=C(CCSc1nnc(-c2ccncc2)o1)Nc1ccc(F)cc1 | 0% | -4% | i | 0.7 | 0.4 | 84 | 10% | 1.4% | i | 33 | 1.1% | 1
Cc1cccc(C)c1NC(=O)CSc1nc(C)c(CC(=O)c2ccc(Br)cc2)c(C)c1C#N | 8% | 5% | i | 1.5 | 4.1 | 47 | -3% | 11% | i | 57 | -0.3% | 0.9
CCCCOc1ccc(C2OC34CCCCC3C(C#N)(C#N)C2(C#N)C(=N)O4)cc1 (stereo not given) | 11% | 21% | i | 0.8 | -1.4 | 99 | -41% | 0.7% | i | 51 | -0.1% | 1.1
O=C(c1ccc(OC2CCN(C/C=C/c3ccc(F)cc3)CC2)cc1)N1CCCCC1 | 8% | 11% | i | 1.2 | 0.8 | 68 | 6% | 0.6% | i | 8 | 0.1% | x
CCn1c(SCC(=O)Nc2ccc(Cl)cc2)nc2nc3c(cc2c1=O)CCCC3 | 6% | 10% | i | 1.9 | 12 | 48 | 13% | 4.9% | i | 7 | 0.1% | 1.4
Cc1onc(-c2ccccc2)c1-c1n[nH]c(=S)n1-c1ccccc1Cl | 1% | 9% | i | 2.7 | 0.2 | 68 | 0% | -0.8% | i | 42 | -0.7% | 1
CC(=O)NC(N1CCCCC1)C(F)(F)C(F)(F)C(F)(F)C(F)F (stereo not given) | 14% | -2% | i | 6.3 | -0.7 | 44 | 0% | 0.3% | i | 39 | -0.3% | 1.1
CCn1cc(/C=C(\NC(=O)c2ccccc2F)C(=O)NCCCN2CCOCC2)c2ccccc21 | 9% | 17% | i | 2.4 | 0.2 | 61 | 0% | 0.5% | i | 12 | 0.3% | x
Nc1ccc(C2=Nc3cccc4cccc(c34)N2)cc1 | 13% | 6% | i | 0.2 | x | x | -14% | x | x | x | -0.4% | 1
COc1ccc2c(c1)[C@H]1[C@H](CO2)[C@H](c2ccccc2)[C@]2(C)C(=O)Nc3cc(OC)c(OC)cc3C(=O)N12 | 4% | 2% | i | 0.2 | -0.8 | 91 | x | 1.8% | x | x | 3.7% | x
COc1ccc(C2C(C(C)=O)=C(O)C(=O)N2CCc2c[nH]c3ccccc23)cc1OC (stereo not given) | 11% | 2% | i | 0.5 | 6.0 | 67 | 3% | 2.6% | i | 31 | 3.9% | 1.1
CC1(C)Cc2cccc(OCC(=O)O)c2O1 | 3% | -7% | i | 0.3 | 1.5 | 58 | 0% | 3.4% | i | 47 | -1.2% | 1.1
Cc1[nH]n(-c2ccccc2)c(=O)c1C(C[N+](=O)[O-])c1ccc(F)cc1 (stereo not given) | 5% | 14% | i | 1.4 | 3.2 | 62 | 32% | 1.3% | i | 34 | i | 1.1
CCOc1cccc(-c2nnc3sc(-c4cc(OC)c(OC)c(OC)c4)nn23)c1 | 4% | 6% | i | 8.5 | 2.5 | 81 | 0% | -1.2% | i | 16 | -0.9% | 1.1
CCOC(=O)c1oc2ccccc2c1N | 6% | 7% | i | 1.2 | 0.2 | 56 | 8% | 2.1% | i | 42 | 1.5% | 1

Compounds above that have a thiophene ring, fused or not, in the order listed:
SMILES | Rac1 GTP hydrolysis | Large T inhibition | Myeloid diff 2 | Myeloid diff 2 GFP+ MAC1+ % | NTR1 agonist | NTR1 agonist cell count 20 µM | Salmonella PhoP GFP | RSV CPE inhibition | T cell HTS | T cell HTS vesicle-bound % | UTI89 phage lysis | TNAP activation fold
N#CC(/C(=N/S(=O)(=O)c1cccs1)c1ccccc1)c1nc2ccccc2[nH]1 (stereo not given) | 7% | 11% | i | 7.4 | 2.4 | 86 | 6% | -0.2% | i | 12 | 1.4% | 1.1
O=C(c1cccs1)N1C(=O)c2cccc3cccc1c23 | 1% | 11% | i | 0.4 | -0.2 | 45 | -5% | 6.0% | i | 9 | 1.2% | 1.1
COc1cccc(-c2csc3nnc(SCC(=O)NCc4cccs4)n23)c1 | 9% | -2% | i | 5.4 | 1.4 | 75 | -7% | -0.3% | i | 49 | 3.7% | 0.9

Next section:
SMILES | Rac1 GTP hydrolysis | Large T inhibition | Myeloid diff 2 | Myeloid diff 2 GFP+ MAC1+ % | NTR1 agonist | NTR1 agonist cell count 20 µM | Salmonella PhoP GFP | RSV CPE inhibition | T cell HTS | T cell HTS vesicle-bound % | UTI89 phage lysis | TNAP activation fold
CN(CC(=O)Nc1ccc(N2CCOCC2)cc1)CC(=O)Nc1cccc(C#N)c1 | 3% | 9% | i | 0.3 | 0.4 | 44 | -3% | 1.9% | i | 43 | 2.1% | 1
Cc1ccccc1NC(=O)Cc1nnc(N)s1 | 10% | 5% | i | 0.2 | 0.3 | 55 | -14% | x | i | 24 | 1.7% | x
O=C(CCc1nnc2ccc(N3CCC4(CC3)OCCO4)nn12)Nc1cc(F)ccc1F | 10% | 10% | i | 1.8 | -0.7 | 49 | -8% | 2.9% | i | 16 | 0.5% | x
Cn1cc(Br)c(C(=O)n2cc(Br)cn2)n1 | 4% | -14% | i | 0.5 | -0.1 | 51 | -2% | 0.2% | i | 64 | 0.3% | 1
Cc1nonc1NC(=O)CSc1nc2ccccc2cc1C#N | 6% | 5% | i | 0.4 | -0.5 | 63 | 0% | u | i | 45 | -0.1% | 1
COc1ccc([C@H]2CC(=O)C=C(c3cccc4c3Oc3ccccc3S4)C2)cc1 | 6% | x | i | 2.1 | 8.1 | 48 | x | 0.4% | i | 34 | -5.7% | x
O=C(N/N=C/c1ccco1)c1cccc(N2Cc3ccccc3C2)c1 | 10% | 14% | i | 1.3 | 3.9 | 60 | -4% | 0.8% | i | 15 | -0.2% | 1.1
Cn1c(=O)c2c(ncn2CC(=O)Nc2ccccc2N2CCOCC2)n(C)c1=O | 4% | 3% | i | 0.5 | 0.9 | 86 | 4% | 2.1% | i | 57 | 0.1% | 1.1
CCN(CC)C(=O)CSc1nnc(COc2cccc(C)c2)n1C | x | 2% | x | x | -1.1 | 45 | 9% | -1.2% | i | 38 | x | 1
CC(=O)c1c(O)c2ccccc2n(C(C)C)c1=O | 8% | 7% | i | 0.1 | -0.7 | 69 | 5% | 6.0% | i | 34 | -0.1% | 1.1
C[C@H](CO)N1C[C@H](C)[C@@H](CN(C)Cc2ccc(-c3ccccc3)cc2)Oc2c(NC(=O)c3ccncc3)cccc2C1=O | 4% | x | i | 0.7 | 0.9 | 53 | x | x | i | 50 | 2.2% | x
O=C(C[C@H]1C/C=C\CCC(=O)O[C@@H](c2ccccc2)CNC1=O)NCCO | 4% | x | i | 2.7 | 0.7 | 51 | x | x | i | 21 | 0.3% | x
